Screens from PubChem.
FBPA Giardia inh: qHTS Assay for Inhibitors of Fructose-1,6-bisphosphate Aldolase from Giardia Lamblia | A8B2U2 | purified Giardia FBPA | Potency, µM (doses to about 59.6 µM), inactives show top-dose activity, negative = inhibition, most hits filed as inhibitors | 0.71% of 290,000 active; further: potency means the concentration at half of the fitted maximal effect; nearly all actives have a fitted effect of over 55% in size
Target sequence (A8B2U2 whole entry, looked up): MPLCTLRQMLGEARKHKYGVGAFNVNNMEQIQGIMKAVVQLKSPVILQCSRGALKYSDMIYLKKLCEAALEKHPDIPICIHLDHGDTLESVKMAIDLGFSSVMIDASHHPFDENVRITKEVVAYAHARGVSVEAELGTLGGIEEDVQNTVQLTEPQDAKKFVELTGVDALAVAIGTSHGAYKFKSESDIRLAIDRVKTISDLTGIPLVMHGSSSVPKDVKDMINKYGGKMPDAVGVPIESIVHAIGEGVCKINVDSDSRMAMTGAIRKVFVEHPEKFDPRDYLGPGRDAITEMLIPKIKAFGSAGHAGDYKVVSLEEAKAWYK
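Giardia FBPA (40 nM reagent) was preincubated 10 min at RT with compound (up to 57.5 uM final), then substrate plus GAPDH/TPI/NAD/arsenate coupling system with diaphorase/resazurin was added; resorufin fluorescence (525/598 nm) was read after 20 min.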
AMA1-RON2 inh: qHTS for Inhibitors of AMA1-RON; Towards Development of Antimalarial Drug Lead: Primary Screen; AID 720542, 2013; Plasmodium falciparum AMA1 (3D7) - RON2 peptide interaction; 0.2% of 360,000 active; Potency, µM (titrated, usually from 58.2 µM), for inactives: at the top dose activity change, negative = inhibition, actives largely listed as inhibitors; AlphaScreen AMA1-biotinylated RON2 peptide binding;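 further: potency means the concentration at half of the fitted maximal effect; 0% = vehicle wells and -100% = peptide control; nearly all actives have a fitted effect of over 45% in size; some results filed as inactive show a strong effect at the top dose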
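AMA1 (3D7) with his tag at 25 nM final met compounds first, then biotinylated RON2 peptide at 25 nM; detection used donor plus acceptor beads, 10 µg/mL apiece, read by AlphaScreen after 30 min at room temperature.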
AmpC detergent: qHTS Inhibitors of AmpC Beta-Lactamase (assay with detergent); Potency, µM (highest dose often 114 µM), for inactives: at the top dose activity change, negative = inhibition, most hits filed as inhibitors; 0.041% of 370,000 active; AmpC hydrolysis of nitrocefin, absorbance 480 nm, 0.01% Triton; P00811;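 further: potency means the concentration at half of the fitted maximal effect; 0% = no-compound wells and -100% = no-enzyme wells; nearly all actives have a fitted effect of over 25% in size; some results filed as inactive show a strong effect at the top dose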
Target sequence (P00811 whole entry, looked up): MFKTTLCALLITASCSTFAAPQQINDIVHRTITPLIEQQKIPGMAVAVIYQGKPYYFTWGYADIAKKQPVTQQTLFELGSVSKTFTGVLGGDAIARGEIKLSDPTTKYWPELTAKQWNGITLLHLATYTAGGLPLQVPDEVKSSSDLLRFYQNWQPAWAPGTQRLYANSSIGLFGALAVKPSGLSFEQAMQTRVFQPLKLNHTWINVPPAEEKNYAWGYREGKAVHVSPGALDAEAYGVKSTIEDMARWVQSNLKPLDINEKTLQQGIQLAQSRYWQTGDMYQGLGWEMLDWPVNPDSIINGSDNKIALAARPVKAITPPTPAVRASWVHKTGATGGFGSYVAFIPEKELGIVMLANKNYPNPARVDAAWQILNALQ
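AmpC (5.3 nM in the dispensed reagent) in 20 mM phosphate pH 7.0 with 0.01% (detergent screen) or 0.0001% Triton X-100 was preincubated with compounds for 15 min at room temperature. Nitrocefin was then added from an 800 uM solution, and hydrolysis was followed at 480 nm.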
HCMV antiviral: qHTS Assay for inhibitors of the human cytomegalovirus (HCMV) | 4.5% of 410,000 active | HFF cells, HCMV-luciferase reporter, 72 h; hits give low values | activity change, negative = inhibition, % at 57.5 µM; in the data active means activity change below about -60%; inconclusive means no clear call, values can overlap the other calls; inactive means above about -39%
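HFF cells seeded 16 h at 37C, treated with compounds, infected with luciferase-reporter HCMV at MOI 1 PFU/cell; luciferase read at 72 h post infection, normalized to buffer-only and Salinomycin controls.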
Sm TGR inh: qHTS Assay for the Inhibitors of Schistosoma Mansoni Peroxiredoxins | 3% of 360,000 active | purified TGR, DTNB reduction, TNB absorbance 405 nm | AID 485364, 2010 | Potency, µM (series often up to 114 µM), for inactives: top-dose activity change, negative = inhibition, hits mostly inhibitors; further: potency means the concentration at half of the fitted maximal effect; nearly all actives have a fitted effect of over 60% in size
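First, TGR (20 nM dispensed) and NADPH were mixed with compound. Second, a 15 min room-temperature incubation followed. Third, further NADPH and then DTNB were added to start the reaction. Finally, TNB absorbance was monitored kinetically.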
HCV inh: qHTS Assay for Inhibitors of Hepatitis C Virus (HCV); 3.4% of 340,000 active; Huh7.5.1 HCVcc-Cre infection, luciferase reporter, 44 h; Potency, µM (doses to about 41.8 µM), inactives show top-dose activity change, negative = inhibition, hits mostly inhibitors; further: potency means the concentration at half of the fitted maximal effect
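Reporter virus HCVcc-Cre (~0.5 moi) infects cells exposed to compound; seeding density 1,000 cells/well with 4 h settling beforehand. Luminescence, 15 sec read, taken 44 h post-infection following a 15 min RT substrate incubation.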
An asterisk follows results filed as active; [ ] = dose if it differs, or a comment. Unless noted, the call rests on the fitted dose curve; in most records, active means well fitted curve in the direction sought with a large enough effect; inconclusive means small, poorly fitted or top-dose-only effect, or another doubt; inactive means no such curve, though single readings can be large; an effect the other way counts as inactive or inconclusive. Unless noted, on the % scale 0 is the no-effect control and ±100 the full control effect.

How did C=CCn1c(SCC(=O)Nc2cccnc2Cl)nnc1-c1ccc(C(C)(C)C)cc1 do in these assays?
FBPA Giardia inh: -2%; AMA1-RON2 inh: 2%; AmpC detergent: -2%; HCMV antiviral: -20; Sm TGR inh: -12%; HCV inh: -8%

What do the screens show for `COCCN(C(=S)Nc1cccc(C)c1)C(C)c1cccs1` (configuration not stated)?
FBPA Giardia inh: -8%; AMA1-RON2 inh: 16%; AmpC detergent: 3%; HCMV antiviral: -25; Sm TGR inh: -3%; HCV inh: 7%

How did Cc1cccc(NC(=S)NC(=O)C(c2ccccc2)c2ccccc2)n1 do in these assays?
AMA1-RON2 inh: 4%; HCMV antiviral: 0; HCV inh: inconclusive

Results for CCOC(=O)c1ccc(Oc2cc(C)nc(Cl)n2)cc1 ?
FBPA Giardia inh: -1%; AMA1-RON2 inh: -7%; AmpC detergent: 2%; HCMV antiviral: -7; Sm TGR inh: -13%; HCV inh: -3%

What do the screens show for `CN(C(=O)c1cccc(NC(=O)Cc2ccc(NC(=O)C3CCN(S(=O)(=O)c4cccc([N+](=O)[O-])c4)CC3)cc2)c1)C1CCC1`?
AMA1-RON2 inh: -7%; HCMV antiviral: -7; HCV inh: inconclusive

How did Cn1c(NC(=O)/C=C/c2ccccc2)cc(=O)n(C)c1=O do in these assays?
FBPA Giardia inh: 3%; AMA1-RON2 inh: 2%; AmpC detergent: -2%; HCMV antiviral: 42; Sm TGR inh: 3%; HCV inh: inconclusive

How did CCCCOc1ccc(C(=O)NCC2(c3ccccc3)CCOCC2)cc1 do in these assays?
FBPA Giardia inh: 0%; AMA1-RON2 inh: 6%; AmpC detergent: -2%; HCMV antiviral: -12; Sm TGR inh: 12%; HCV inh: 5%

Results for C/C(Cn1cnc([N+](=O)[O-])n1)=N/NC(=O)COc1c(Cl)cc(Cl)cc1Cl ?
FBPA Giardia inh: -10%; AMA1-RON2 inh: 12%; AmpC detergent: inconclusive; HCMV antiviral: -14; Sm TGR inh: -5%; HCV inh: 0%

What do the screens show for `COC(=O)c1cc(CNC(=O)c2ccccc2OCc2c(C)noc2C)ccc1OC`?
AMA1-RON2 inh: 0%; AmpC detergent: 7%; HCMV antiviral: 25; Sm TGR inh: -5%; HCV inh: inconclusive

Results for O=C(c1cc(=O)[nH]c2ccccc12)N(Cc1nnc(-c2ccccc2Cl)o1)C1CC1 ?
AMA1-RON2 inh: -26%; AmpC detergent: -16%; HCMV antiviral: -5; Sm TGR inh: -8%; HCV inh: 6%

What do the screens show for `Cn1c(N2CCOCC2)c(C=O)c2ccccc21`?
FBPA Giardia inh: 0%; AMA1-RON2 inh: 0%; AmpC detergent: -1%; Sm TGR inh: -12%; HCV inh: -3%

What do the screens show for `Cc1c(C(=O)N(Cc2ccc(Cl)cc2)CC2CCCO2)oc2ccc(F)cc12` (configuration not stated)?
AmpC detergent: 19%; HCMV antiviral: 13; Sm TGR inh: 2%

Results for Cc1ccc2ncc3c(-c4ccc(F)cc4)nn(CC(=O)Nc4ccccc4C)c3c2c1 ?
AmpC detergent: 17%; HCMV antiviral: 21; Sm TGR inh: 5%

What do the screens show for `Cc1c(NC(=O)c2cc(-c3ccco3)on2)c(=O)n(-c2ccccc2)n1C`?
FBPA Giardia inh: -7%; AMA1-RON2 inh: 0%; AmpC detergent: -16%; HCMV antiviral: 12; Sm TGR inh: inconclusive; HCV inh: 1%

What do the screens show for `c1ccc(OCCOc2ncnc3ccccc23)cc1`?
FBPA Giardia inh: 0%; AMA1-RON2 inh: 3%; AmpC detergent: -12%; HCMV antiviral: 68; Sm TGR inh: -36%; HCV inh: 11%

Results for CCn1cc(S(=O)(=O)Nc2ccccc2C(F)(F)F)cn1 ?
FBPA Giardia inh: 5%; AMA1-RON2 inh: -11%; AmpC detergent: 0%; HCMV antiviral: -34; Sm TGR inh: 10%; HCV inh: 18%

How did C#CCN(C(=O)CC1C(=O)NCCN1C/C=C/c1ccccc1)C1CCCCC1 (configuration not stated) do in these assays?
FBPA Giardia inh: -6%; AMA1-RON2 inh: 3%; AmpC detergent: 10%; HCMV antiviral: -16; Sm TGR inh: -16%; HCV inh: 8%

How did COCc1ccc(CN2CCCC(CCC(=O)NCc3cccc(OC)c3)C2)o1 (configuration not stated) do in these assays?
FBPA Giardia inh: -1%; AMA1-RON2 inh: 10%; AmpC detergent: 9%; HCMV antiviral: -38; Sm TGR inh: -32%; HCV inh: inconclusive

How did Cc1ccc(C)c(NC(=O)CN(C)C(=O)CCN2C(=O)c3ccccc3C2=O)c1 do in these assays?
FBPA Giardia inh: 3%; AMA1-RON2 inh: 5%; AmpC detergent: 2%; HCMV antiviral: 1; Sm TGR inh: 9%; HCV inh: 3%

What do the screens show for `COc1cccc(CNC(=O)CCc2nc(-c3ccc(C)cc3)no2)c1`?
AmpC detergent: 12%; HCMV antiviral: 10; Sm TGR inh: 19%

The final two entries of the part above open the next one:
How did Cc1ccc(C)c(NC(=O)CN(C)C(=O)CCN2C(=O)c3ccccc3C2=O)c1 do in these assays?
FBPA Giardia inh: 3%; AMA1-RON2 inh: 5%; AmpC detergent: 2%; HCMV antiviral: 1; Sm TGR inh: 9%; HCV inh: 3%

What do the screens show for `COc1cccc(CNC(=O)CCc2nc(-c3ccc(C)cc3)no2)c1`?
AmpC detergent: 12%; HCMV antiviral: 10; Sm TGR inh: 19%

How did CN(CC(=O)NCCCn1ccnc1)S(=O)(=O)c1ccc(Cl)cc1 do in these assays?
AMA1-RON2 inh: 8%; HCMV antiviral: -11; HCV inh: 0%

What do the screens show for `Cc1c(C(=O)N2CCN(Cc3ccccc3)CC2)sc2ncnc(N3CCOCC3)c12`?
FBPA Giardia inh: -6%; AMA1-RON2 inh: -5%; AmpC detergent: -2%; HCMV antiviral: inconclusive; Sm TGR inh: -31%; HCV inh: inconclusive

How did Cc1ccc(-c2csc(NC(=O)CCNC(=O)c3ccccc3Cl)n2)cc1 do in these assays?
FBPA Giardia inh: -4%; AMA1-RON2 inh: -2%; AmpC detergent: -10%; HCMV antiviral: inconclusive; Sm TGR inh: 1%; HCV inh: inconclusive

What do the screens show for `COCCn1c(SCC(=O)NC2CC2)nc2ccccc21`?
AMA1-RON2 inh: 5%; AmpC detergent: -8%; HCMV antiviral: 0; Sm TGR inh: 3%; HCV inh: 0%

What do the screens show for `CC1CCc2c(C(=O)Nc3cccc(-c4nn[nH]n4)c3)csc2C1` (configuration not stated)?
FBPA Giardia inh: -13%; AMA1-RON2 inh: -9%; AmpC detergent: -2%; HCMV antiviral: 5; Sm TGR inh: 4%; HCV inh: -2%

What do the screens show for `COc1ccc(-n2c(=O)c3ccccc3n(Cc3ccccc3F)c2=O)cc1OC`?
FBPA Giardia inh: -4%; AMA1-RON2 inh: 8%; AmpC detergent: 3%; HCMV antiviral: 0; Sm TGR inh: 1%; HCV inh: -18%

How did O=C(Nc1ccon1)c1ccc(S(=O)(=O)N2CCCCCC2)cc1 do in these assays?
FBPA Giardia inh: 7%; AMA1-RON2 inh: 6%; AmpC detergent: inconclusive; HCMV antiviral: 29; Sm TGR inh: 4%; HCV inh: 9%

How did CCN(c1ccccc1)S(=O)(=O)c1nnc(NC(=O)c2cccs2)s1 do in these assays?
AmpC detergent: 1%; HCMV antiviral: -15; Sm TGR inh: -5%

Results for CC1=NN(C(C)C)C(=O)C1 ?
FBPA Giardia inh: -3%; AMA1-RON2 inh: 3%; AmpC detergent: -8%; Sm TGR inh: 0%; HCV inh: 5%

Results for Cc1cc(C(=O)Nc2ccc3[nH]ccc3c2)no1 ?
FBPA Giardia inh: -2%; AMA1-RON2 inh: -27%; AmpC detergent: 0%; HCMV antiviral: -27; Sm TGR inh: -2%; HCV inh: 13%

How did CN(CC(=O)Nc1ccccc1Cl)C(=O)COC(=O)Cc1ccc(F)cc1 do in these assays?
AMA1-RON2 inh: 7%; AmpC detergent: 1%; HCMV antiviral: 19; Sm TGR inh: 3%; HCV inh: 18%

Results for O=[N+]([O-])c1cc(Cl)cc2c1nc(NCCO)c1ccccc12 ?
FBPA Giardia inh: -2%; AMA1-RON2 inh: -1%; AmpC detergent: inconclusive; HCMV antiviral: -95*; Sm TGR inh: 3%; HCV inh: 2µM*

Results for CC(=O)c1cccc(NS(=O)(=O)c2ccc3c(c2)N(C(C)=O)CCO3)c1 ?
AMA1-RON2 inh: 2%; AmpC detergent: 4%; HCMV antiviral: -20; Sm TGR inh: 0%; HCV inh: inconclusive

What do the screens show for `O=C(Cc1cccs1)NCCSc1c(-c2ccc(Cl)cc2)[nH]c2ccccc12`?
FBPA Giardia inh: -9%; AMA1-RON2 inh: -6%; AmpC detergent: inconclusive; HCMV antiviral: inconclusive; Sm TGR inh: -5%; HCV inh: 13µM*

How did COc1cccc(COc2ncnc3sccc23)c1 do in these assays?
FBPA Giardia inh: 4%; AMA1-RON2 inh: -2%; AmpC detergent: -1%; HCMV antiviral: 41; Sm TGR inh: -9%; HCV inh: 1%

Results for COc1ccccc1OCCNC(=O)C1CC(=O)N(Cc2ccc(C)cc2)C1 (configuration not stated) ?
AMA1-RON2 inh: -18%; AmpC detergent: 4%; HCMV antiviral: -25; Sm TGR inh: 1%; HCV inh: 6%

How did CCc1nnc(SCC(=O)N(C)c2ccccc2)c2cc3sccc3n12 do in these assays?
AmpC detergent: 15%; HCMV antiviral: -67*; Sm TGR inh: 1%

What do the screens show for `O=C(O)c1ccc2c(c1)S(=O)(=O)N=C1CCCCCN12`?
FBPA Giardia inh: 3%; AMA1-RON2 inh: 3%; AmpC detergent: 0%; HCMV antiviral: -20; Sm TGR inh: 0%; HCV inh: 6%

Results for COc1ccc2oc(=N)c(C(=O)Nc3ccccc3Cl)cc2c1 ?
FBPA Giardia inh: 1%; AMA1-RON2 inh: -1%; AmpC detergent: 9%; HCMV antiviral: 60; Sm TGR inh: -3%; HCV inh: 7%

What do the screens show for `CC(=O)c1ccc(C(=O)N2CCCC(CCC(=O)N(C)CCc3ccccn3)C2)s1` (configuration not stated)?
FBPA Giardia inh: 2%; AMA1-RON2 inh: 5%; AmpC detergent: -1%; HCMV antiviral: -10; Sm TGR inh: 0%[57.1 µM]; HCV inh: -3%

How did Cn1c(=O)c2c(n(Cc3ccccc3)c1=O)NC(=O)C2CC(=O)N1CCc2ccccc2C1 (configuration not stated) do in these assays?
FBPA Giardia inh: -12%; AMA1-RON2 inh: -4%; AmpC detergent: -8%; Sm TGR inh: -27%[11.4 µM]; HCV inh: inconclusive

What do the screens show for `CCN(CC(=O)Nc1c(F)cccc1F)C(=O)Cc1n[nH]c(=O)c2ccccc12`?
AMA1-RON2 inh: 11%; AmpC detergent: -15%; HCMV antiviral: -26; Sm TGR inh: 2%; HCV inh: 0%[8.37 µM]

Results for Cc1noc(/C=C/c2ccco2)c1S(=O)(=O)N1CCC(C(=O)N2CCc3ccccc32)CC1 ?
FBPA Giardia inh: 3%; AMA1-RON2 inh: 2%; AmpC detergent: inconclusive; HCMV antiviral: 47; Sm TGR inh: 45µM*; HCV inh: -19%
